Sm TGR inh: inhibitors of Schistosoma mansoni thioredoxin glutathione reductase; Q962Y6; purified TGR, DTNB reduction, TNB absorbance 405 nm; Potency, µM (doses to about 114 µM), for inactives: at the highest dose activity change, negative = inhibition, usual class: inhibitors; 360,000 tested, 3% active; AID 485364; also: potency is read from the fitted curve at half-maximal effect; nearly all actives have a fitted effect of over 60% in size
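Kinetic colorimetric format: TGR-catalysed, NADPH-driven DTNB reduction monitored via TNB absorbance. Enzyme dispensed at 20 nM; compound exposure 15 min at room temperature before reaction start.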
AmpC inh no detg: blocks E. coli AmpC beta-lactamase in detergent-free assay. P00811. Potency, µM (series often up to 57.1 µM), inactives show top-dose activity change, negative = inhibition, usual class: inhibitors. 330,000 tested, 0.52% active. AmpC nitrocefin hydrolysis, absorbance 480 nm, 0.0001% Triton;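 also: potency is read from the fitted curve at half-maximal effect; plate controls were no compound for no effect and no enzyme for full effect; nearly all actives have a fitted effect of over 20% in size; some results filed as inactive show a strong effect at the top dose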
Target sequence (P00811 whole entry, looked up): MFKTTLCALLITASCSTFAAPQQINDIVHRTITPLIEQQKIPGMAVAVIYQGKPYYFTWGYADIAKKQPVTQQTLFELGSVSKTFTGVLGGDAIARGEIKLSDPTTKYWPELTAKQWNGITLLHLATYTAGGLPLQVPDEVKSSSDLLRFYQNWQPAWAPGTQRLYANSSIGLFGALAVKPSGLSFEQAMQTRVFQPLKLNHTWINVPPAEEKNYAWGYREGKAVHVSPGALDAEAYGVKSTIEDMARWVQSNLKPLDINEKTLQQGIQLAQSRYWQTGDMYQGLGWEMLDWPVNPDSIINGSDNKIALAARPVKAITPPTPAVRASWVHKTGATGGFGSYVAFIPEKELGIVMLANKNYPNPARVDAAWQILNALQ
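AmpC (5.3 nM in the dispensed reagent) in 20 mM phosphate pH 7.0 with 0.01% (detergent screen) or 0.0001% Triton X-100 was preincubated with compounds for 15 min at room temperature. Nitrocefin was then added from an 800 uM solution, and hydrolysis was followed at 480 nm.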
TbPYK inhibitor: inhibitors of Trypanosoma brucei pyruvate kinase | Potency, µM (highest dose often 76.8 µM), without a hit: top-dose activity, negative = inhibition, usual class: inhibitors | Q57TT1 | TbPYK enzyme, Kinase-Glo Plus ATP luminescence, 45 min | AID 624173 | 410,000 tested, 0.12% active; also: potency is read from the fitted curve at half-maximal effect; nearly all actives have a fitted effect of over 50% in size
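Assay buffer: 50 mM TEA pH 7.2, 100 mM KCl, 10 mM MgCl2, 0.05% BSA, 0.01% Tween-20. Pyruvate kinase from T. brucei plus substrate met compound, then ADP (130 uM final). Luminescence was read post 45 min RT.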
LmPK inh: LmPK (Leishmania mexicana) enzyme inhibition. 290,000 tested, 0.37% active. Potency, µM (doses to about 57.5 µM), without a hit: at the top dose activity change, negative = inhibition, hits mostly inhibitors. purified LmPK, Kinase-Glo ATP luminescence, 1 h. Q27686; also: potency is read from the fitted curve at half-maximal effect
Target sequence (Q27686 whole entry, looked up): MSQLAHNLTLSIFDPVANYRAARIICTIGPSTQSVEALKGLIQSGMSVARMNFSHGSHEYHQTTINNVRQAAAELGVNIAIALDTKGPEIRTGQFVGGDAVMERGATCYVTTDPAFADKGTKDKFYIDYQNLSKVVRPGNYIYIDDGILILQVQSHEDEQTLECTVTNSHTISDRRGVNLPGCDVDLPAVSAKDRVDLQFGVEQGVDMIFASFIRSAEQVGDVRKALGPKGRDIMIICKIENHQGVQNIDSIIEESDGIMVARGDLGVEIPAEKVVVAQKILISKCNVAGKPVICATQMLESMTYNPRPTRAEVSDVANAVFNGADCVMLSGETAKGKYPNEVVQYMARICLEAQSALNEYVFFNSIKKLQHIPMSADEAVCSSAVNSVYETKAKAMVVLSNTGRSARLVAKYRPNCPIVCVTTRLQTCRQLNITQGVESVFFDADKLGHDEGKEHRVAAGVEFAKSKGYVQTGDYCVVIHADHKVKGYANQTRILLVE
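ATP generated from ADP (0.1 mM) and PEP (0.5 mM) by 0.1 nM LmPK over 1 h at room temperature (pH 7.2 imidazole buffer) was detected by coupled luciferase luminescence. Values were normalized to uninhibited and no-enzyme wells.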
HCMV antiviral: inhibitors of human cytomegalovirus | HFF cells, HCMV-luciferase reporter, 72 h; hits give low values | activity change, negative = inhibition, % at 57.5 µM | 410,000 tested, 4.5% active; in the data active = activity change below about -60%; inconclusive = no clear call, values can overlap the other calls; inactive = above about -39%
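Screen run at 2 compound doses on HFFs infected with reporter HCMV, MOI 1 PFU/cell. Luciferase activity from cell lysates at 72 h post infection gave inhibition relative to buffer-only and Salinomycin wells.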
AmpC detergent: blocks E. coli AmpC beta-lactamase in detergent assay; AmpC hydrolysis of nitrocefin, absorbance 480 nm, 0.01% Triton; Potency, µM (titrated, usually from 114 µM), for inactives: top-dose activity change, negative = inhibition, actives largely listed as inhibitors; 370,000 tested, 0.041% active; AID 485294;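 also: potency is read from the fitted curve at half-maximal effect; 0% = no-compound wells and -100% = no-enzyme wells; nearly all actives have a fitted effect of over 25% in size; some results filed as inactive show a strong effect at the top dose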
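20 mM phosphate pH 7.0 + 0.01% (detergent screen) or 0.0001% Triton X-100; 5.3 nM AmpC reagent; cpd preinc 15 min RT; nitrocefin (800 uM stock) to start; A480 q20 s × 4 min; Activity was normalised to no-enzyme and no-compound control wells.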
AMA1 RON2 block: AMA1-RON2 (P. falciparum) interaction inhibition; AlphaScreen AMA1-biotinylated RON2 peptide binding; Potency, µM (titrated, usually from 58.2 µM), for inactives: at the top dose activity change, negative = inhibition, usual class: inhibitors; 360,000 tested, 0.2% active;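 also: potency is read from the fitted curve at half-maximal effect; 0% = vehicle wells and -100% = peptide control; nearly all actives have a fitted effect of over 45% in size; some results filed as inactive show a strong effect at the top dose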
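AMA1 (3D7) with his tag at 25 nM final met compounds first, then biotinylated RON2 peptide at 25 nM; detection used donor plus acceptor beads, 10 µg/mL apiece, read by AlphaScreen after 30 min at room temperature.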
* hit, by the source's call; [ ] = remark or other dose. Unless noted, calls follow the shape of the dose curve; as a rule, active = well fitted curve in the direction sought with a large enough effect; inconclusive = small, poorly fitted or top-dose-only effect, or another doubt; inactive = no such curve, though single readings can be large; an effect the other way counts as inactive or inconclusive. Unless noted, % is scaled to controls: 0 for no effect and ±100 for the full control effect.

Results for Cn1c(-c2ccc(Cl)cc2)cnc1N ?
Sm TGR inh: 3%; AmpC inh no detg: -21%; LmPK inh: -9%; HCMV antiviral: -6; AmpC detergent: inconclusive; AMA1 RON2 block: -7%

Results for CCNC(=O)C1CCCN1S(=O)(=O)c1ccc2ccccc2c1 (stereo unspecified) ?
Sm TGR inh: 1%; AmpC inh no detg: -8%; TbPYK inhibitor: 9%; LmPK inh: -9%; HCMV antiviral: -3; AmpC detergent: inconclusive; AMA1 RON2 block: 33%[activator]

How did CC(C)CNC(=O)C1C2C=CC(C2)C1C(=O)O (stereo unspecified) do in these assays?
Sm TGR inh: -1%; AmpC inh no detg: -13%; TbPYK inhibitor: -10%; LmPK inh: -3%; HCMV antiviral: -5; AmpC detergent: 0%; AMA1 RON2 block: -2%

How did Cc1ccc(S(=O)(=O)N(C)c2ccc(OCC(=O)Nc3nc4c(ccc5ccccc54)s3)cc2)cc1 do in these assays?
Sm TGR inh: -12%; AmpC inh no detg: -49%; TbPYK inhibitor: -5%; LmPK inh: 7%; HCMV antiviral: 24; AmpC detergent: inconclusive; AMA1 RON2 block: -12%

What do the screens show for `CN(C)CCCNC(=O)C1CCNCC1`?
Sm TGR inh: inconclusive; AmpC inh no detg: -19%; TbPYK inhibitor: -5%; LmPK inh: -6%; HCMV antiviral: 62; AmpC detergent: inconclusive; AMA1 RON2 block: -6%

What do the screens show for `O=C(CCc1nc2ccccc2c(=O)[nH]1)N1CCN(c2ccccc2Cl)CC1`?
AmpC inh no detg: 11%; TbPYK inhibitor: -2%; HCMV antiviral: 2; AMA1 RON2 block: -7%

How did COc1cccc(NC(=O)C(NCCc2ccc(S(N)(=O)=O)cc2)c2ccccc2)c1 (stereo unspecified) do in these assays?
Sm TGR inh: 14%; AmpC inh no detg: -22%; TbPYK inhibitor: -9%; LmPK inh: 4%; HCMV antiviral: 19; AmpC detergent: 2%; AMA1 RON2 block: 0%

Results for CCNC(=O)CC1C(=O)N(c2ccc(F)cc2)C(=O)N1CCC(C)C (stereo unspecified) ?
Sm TGR inh: 0%; AmpC inh no detg: -15%; TbPYK inhibitor: 0%; LmPK inh: -1%; HCMV antiviral: 30; AmpC detergent: -14%; AMA1 RON2 block: -15%

How did CCCn1c(N)c(Br)c(=O)[nH]c1=O do in these assays?
Sm TGR inh: 0%; AmpC inh no detg: -8%; TbPYK inhibitor: -26%; LmPK inh: -2%; HCMV antiviral: 17; AmpC detergent: -14%; AMA1 RON2 block: -4%

What do the screens show for `OC(c1ccccc1)c1ncc(-c2cccc(C(F)(F)F)c2)[nH]1` (stereo unspecified)?
TbPYK inhibitor: 0%; HCMV antiviral: 48; AMA1 RON2 block: -22%

Results for CCn1c(SCC(=O)N/N=C/c2ccccc2OCC(=O)O)nnc1-c1ccc(C(C)(C)C)cc1 ?
Sm TGR inh: 1%; AmpC inh no detg: -3%; TbPYK inhibitor: -3%; LmPK inh: 3%; HCMV antiviral: 0; AmpC detergent: 1%; AMA1 RON2 block: 26%

What do the screens show for `Cc1ccc(-n2[nH]c(C)c(/C=N/n3c(C)nc4ccccc4c3=O)c2=O)cc1`?
Sm TGR inh: 0%; AmpC inh no detg: -22%; TbPYK inhibitor: 1%; LmPK inh: inconclusive; HCMV antiviral: 33; AmpC detergent: -1%; AMA1 RON2 block: 56%[activator]

What do the screens show for `Brc1ccc(CN2CCc3nc(Nc4ccccc4)ncc3C2)s1`?
Sm TGR inh: -7%; TbPYK inhibitor: 0%; HCMV antiviral: -5; AmpC detergent: 4%

How did C[C@]12CC[C@@H]3c4cc(O)c(O)cc4CC[C@H]3[C@@H]1CC[C@@H]2O do in these assays?
Sm TGR inh: inconclusive; AmpC inh no detg: -46%; TbPYK inhibitor: inconclusive; LmPK inh: 0.56µM*; HCMV antiviral: -14; AmpC detergent: -1%; AMA1 RON2 block: inconclusive

Results for CC1CN(C2CCN(S(=O)(=O)c3ccc4ccccc4c3)CC2)CC(C)O1 (stereo unspecified) ?
Sm TGR inh: inconclusive; AmpC inh no detg: 138%[activator]; TbPYK inhibitor: -16%; LmPK inh: 3%; HCMV antiviral: 1; AmpC detergent: inconclusive; AMA1 RON2 block: -29%

How did Cc1onc(-c2c(F)cccc2Cl)c1C(=O)N1C=CC(C(F)(F)Cl)=NCC1 do in these assays?
Sm TGR inh: 14%; AmpC inh no detg: 0%; TbPYK inhibitor: inconclusive; LmPK inh: 1%; HCMV antiviral: 39; AmpC detergent: inconclusive; AMA1 RON2 block: 4%

What do the screens show for `COc1ccc(C2(CNC(=O)c3ccccc3)CCCC2)cc1OC`?
Sm TGR inh: -29%; AmpC inh no detg: 24%; TbPYK inhibitor: 0%; LmPK inh: 0%; HCMV antiviral: 18; AmpC detergent: 5%; AMA1 RON2 block: 48%[activator]

What do the screens show for `CN(C)S(=O)(=O)c1cccc(NC(=O)c2ccncc2)c1`?
Sm TGR inh: -20%; AmpC inh no detg: -16%; TbPYK inhibitor: -4%; LmPK inh: -2%; HCMV antiviral: -8; AmpC detergent: inconclusive; AMA1 RON2 block: -6%

How did COc1cccc(C2C3=C(N=C4SCC(=O)N42)c2ccccc2CC3)c1OC (stereo unspecified) do in these assays?
Sm TGR inh: -7%; AmpC inh no detg: -40%; TbPYK inhibitor: -10%; LmPK inh: -5%; HCMV antiviral: -15; AmpC detergent: 0%; AMA1 RON2 block: 61%[activator]

How did O=S(=O)(Nc1ccccc1Br)c1cccc2cccnc12 do in these assays?
TbPYK inhibitor: -1%; HCMV antiviral: inconclusive; AMA1 RON2 block: 11%

Results for CC(=O)NC1(c2nnnn2CCOC(=O)Nc2ccc(Cl)cc2)CCCCC1 ?
Sm TGR inh: 17%; AmpC inh no detg: -5%; TbPYK inhibitor: -5%; LmPK inh: -2%; HCMV antiviral: 28; AmpC detergent: 0%; AMA1 RON2 block: -9%

What do the screens show for `CCOC(=O)[C@@H]1[C@H]2COc3cc(OC)ccc3[C@@H]2N2C(=O)N(c3ccc(OC)cc3)C(=O)[C@@]12C`?
AmpC inh no detg: 57%; TbPYK inhibitor: 43%[activator]; HCMV antiviral: -13; AMA1 RON2 block: 3%

Results for COc1ccc(C(=O)Oc2c(Sc3ccccc3)c(C)nn2-c2ccccc2)c(OC)c1 ?
Sm TGR inh: -12%; TbPYK inhibitor: -2%; HCMV antiviral: inconclusive; AmpC detergent: -4%

Results for CC(C)(C)c1ccc(S(=O)(=O)N2CCN(Cc3noc(CCC(=O)N4CCCCC4)n3)CC2)cc1 ?
Sm TGR inh: -3%; TbPYK inhibitor: 1%; HCMV antiviral: -7; AmpC detergent: inconclusive

What do the screens show for `COc1cccc(OC)c1C(=O)N[C@@H]1C(=O)N2[C@@H]1SC(C)(C)[C@@H]2C(=O)O`?
TbPYK inhibitor: -4%; HCMV antiviral: 0; AMA1 RON2 block: 33%[activator]

How did COc1ccc(OC)c(NC(=O)CC2SC(=NCc3ccccc3)NC2=O)c1 (stereo unspecified) do in these assays?
Sm TGR inh: 6%; AmpC inh no detg: 3%; TbPYK inhibitor: 10%; LmPK inh: -3%; HCMV antiviral: 45; AmpC detergent: 7%; AMA1 RON2 block: 7%

What do the screens show for `CCC(=O)N1N=C(c2ccc(C)cc2)CC1c1ccco1` (stereo unspecified)?
Sm TGR inh: 10%; AmpC inh no detg: 17%; TbPYK inhibitor: 2%; LmPK inh: -4%; HCMV antiviral: 24; AmpC detergent: -11%; AMA1 RON2 block: -9%

What do the screens show for `CC(=O)Nc1ccccc1C(=O)C(=O)Nc1ccc(C)c(C)c1`?
Sm TGR inh: 6%; AmpC inh no detg: -27%; TbPYK inhibitor: 0%; LmPK inh: -2%; HCMV antiviral: 112; AmpC detergent: 7%; AMA1 RON2 block: -5%

How did COc1ccc(N2C(=O)C3CCCN3C2c2ccccc2OC)cc1 (stereo unspecified) do in these assays?
Sm TGR inh: -1%; AmpC inh no detg: 25%; TbPYK inhibitor: 1%; LmPK inh: 0%; HCMV antiviral: -12; AmpC detergent: inconclusive; AMA1 RON2 block: 2%

Results for CN1CCN(C(=O)C(=O)Nc2c3c(nn2-c2cccc(Cl)c2)CSC3)CC1 ?
Sm TGR inh: 3%; TbPYK inhibitor: 0%; HCMV antiviral: 8; AmpC detergent: 1%

How did Cc1cc(NCCCn2ccnc2)n2c(nc3ccccc32)c1C#N do in these assays?
Sm TGR inh: -1%; AmpC inh no detg: -15%; TbPYK inhibitor: -8%; LmPK inh: -4%; HCMV antiviral: 20; AmpC detergent: 1%; AMA1 RON2 block: -9%

Results for CCN(CC)c1ccc(-c2nc(-c3ccccn3)no2)cc1[N+](=O)[O-] ?
Sm TGR inh: 50µM*; TbPYK inhibitor: -4%; HCMV antiviral: -19; AmpC detergent: -4%

Results for O=[N+]([O-])c1ccc(N=Nc2ncc[nH]2)cc1 ?
Sm TGR inh: inconclusive; AmpC inh no detg: -17%; TbPYK inhibitor: 0%; LmPK inh: -11%; HCMV antiviral: 33; AmpC detergent: -2%; AMA1 RON2 block: 14%

What do the screens show for `Cc1ccc(NC(=O)NNC(=O)c2cc3ccccc3cc2O)c(C)c1`?
Sm TGR inh: -4%; AmpC inh no detg: -57%; TbPYK inhibitor: 8%; LmPK inh: -10%; HCMV antiviral: -6; AmpC detergent: 5%; AMA1 RON2 block: 114%[activator]

Results for Cc1nc(-c2ccc(S(=O)(=O)Nc3ccc(C#N)cc3)cc2)co1 ?
Sm TGR inh: 1%; TbPYK inhibitor: 0%; HCMV antiviral: -3; AmpC detergent: -4%

What do the screens show for `CCOC(=O)CC(=O)Nc1ccc(Br)cc1C(=O)O`?
Sm TGR inh: -2%; AmpC inh no detg: -19%; TbPYK inhibitor: -5%; LmPK inh: 6%; HCMV antiviral: -8; AmpC detergent: inconclusive; AMA1 RON2 block: -3%

How did CN(NS(=O)(=O)c1ccc(Br)cc1)c1nc(C(F)(F)F)nc2ccccc12 do in these assays?
Sm TGR inh: 8%; AmpC inh no detg: -32%; TbPYK inhibitor: 3%; LmPK inh: -2%; HCMV antiviral: -64*; AmpC detergent: 4%; AMA1 RON2 block: 6%

Two entries drawn at random from the list so far, as already listed:
Results for Cc1nc(-c2ccc(S(=O)(=O)Nc3ccc(C#N)cc3)cc2)co1 ?
Sm TGR inh: 1%; TbPYK inhibitor: 0%; HCMV antiviral: -3; AmpC detergent: -4%

Results for CCN(CC)c1ccc(-c2nc(-c3ccccn3)no2)cc1[N+](=O)[O-] ?
Sm TGR inh: 50µM*; TbPYK inhibitor: -4%; HCMV antiviral: -19; AmpC detergent: -4%

High-throughput results from PubChem.

No enrichment for hits (roughly 7.4% active in at least one column).
